# M5 PAM – potentiates acetylcholine response at human M5 receptor; P08912; CHO-K1 hM5, Fluo-8 calcium, ACh EC20 PAM; 0% = ACh EC20, 100% = ACh EC100; activation, % at 3 µM; actives 0.3% (n = 360,000);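 active = activation above the run cutoff, the mean activation of all test compounds plus 3 SD, cut at about 18% in these data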
#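 Assay system: CHO-K1 hM5 cells. Also added: acetylcholine at EC20 concentration, added after compound. Dosing: 3 µM, single dose. Times: compound preincubation 140 s before EC20 acetylcholine addition. Signal: Fluo-8 calcium fluorescence. Measure: % activation relative to EC20 and EC100 ACh responses. Repeats: singlicate, one well per test compound.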
# M4 ag – agonists of human muscarinic M4 receptor (CHRM4); P08173; CHO-K1 hM4/Gqi5, Fluo-8 calcium fluorescence; vehicle 0%, full acetylcholine response 100%; activation, % at 3 µM; actives 0.14% (n = 360,000); AID 624127;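 active = activation above the run mean over all test wells plus 3 SD, cut at about 32% in these data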;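 note: peak over basal fluorescence ratio per well then scaled between controls; 0% = DMSO wells and 100% = acetylcholine at EC100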
# Target sequence (P08173 whole entry, looked up): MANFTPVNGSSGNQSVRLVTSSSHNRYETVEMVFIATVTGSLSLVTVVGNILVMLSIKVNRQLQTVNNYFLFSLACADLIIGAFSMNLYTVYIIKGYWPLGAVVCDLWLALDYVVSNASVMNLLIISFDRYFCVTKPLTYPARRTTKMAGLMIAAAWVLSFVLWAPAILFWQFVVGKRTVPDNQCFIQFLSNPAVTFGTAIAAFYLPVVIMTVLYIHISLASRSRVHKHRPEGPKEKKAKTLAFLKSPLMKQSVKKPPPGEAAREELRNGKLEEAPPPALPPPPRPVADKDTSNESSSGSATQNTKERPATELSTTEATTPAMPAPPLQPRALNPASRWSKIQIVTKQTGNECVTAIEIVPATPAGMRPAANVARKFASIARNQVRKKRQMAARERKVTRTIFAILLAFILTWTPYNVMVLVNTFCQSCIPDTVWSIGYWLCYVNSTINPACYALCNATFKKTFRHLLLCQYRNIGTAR
# CHRM5 agonist – agonists of human muscarinic M5 receptor (CHRM5). P08912. CHO-K1 hM5 cells, Fluo-8 calcium fluorescence; 0% DMSO wells, 100% maximal acetylcholine response. activation, % at 3 µM. actives 0.19% (n = 360,000);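 active = activation above the run's mean over test compounds plus 3 SD, cut at about 23% in these data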;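 note: signal is peak over basal fluorescence ratio across the kinetic read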
# CHRM1 PAM – potentiates human M1 receptor response to acetylcholine. actives 0.088% (n = 360,000). CHO-K1 hM1, Fluo-8 calcium fluorescence, ACh EC20; 0% = ACh EC20, 100% = maximal ACh. AID 588819. P11229. activation, % at 3 µM; in the data active = activation above about 19%, passing the limit was not always enough
# M1 antag – antagonists of human M1 muscarinic receptor | P11229 | CHO-K1 hM1, Fluo-8 calcium fluorescence, ACh EC80 antagonist | inhibition, % at 3 µM | actives 1.3% (n = 360,000) | AID 588852;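 active = percent inhibition above its own plate's cutoff, namely the mean of that plate's compound wells plus 3 SD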;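 note: peak over basal fluorescence ratio during 140 s after agonist addition; 0% = ACh EC80 plus DMSO and 100% = DMSO alone without agonist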
# CHRM4 antagonist – CHRM4 antagonism in calcium assay; actives 0.73% (n = 360,000); inhibition, % at 3 µM; P08173; CHO-hM4 cells, ACh EC80, Fluo-8 calcium fluorescence;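 active = inhibition above its plate's cutoff, the mean inhibition of sample wells plus 3 SD, cut at about 27% in these data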;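 note: 0% = acetylcholine EC80 with DMSO and 100% = DMSO without agonist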
# TAAR1 ag – agonists of human TAAR1; CHO RD-HGA16 TAAR1, Fluo-8 calcium fluorescence; vehicle wells 0%, saturating PEA agonist 100%; activation, % at 3 µM; actives 0.99% (n = 360,000); AID 624467;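 active = activation above the mean activation of all test compounds in the run plus 3 SD, cut at about 38% in these data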
# Target sequence (Q96RJ0 whole entry, looked up): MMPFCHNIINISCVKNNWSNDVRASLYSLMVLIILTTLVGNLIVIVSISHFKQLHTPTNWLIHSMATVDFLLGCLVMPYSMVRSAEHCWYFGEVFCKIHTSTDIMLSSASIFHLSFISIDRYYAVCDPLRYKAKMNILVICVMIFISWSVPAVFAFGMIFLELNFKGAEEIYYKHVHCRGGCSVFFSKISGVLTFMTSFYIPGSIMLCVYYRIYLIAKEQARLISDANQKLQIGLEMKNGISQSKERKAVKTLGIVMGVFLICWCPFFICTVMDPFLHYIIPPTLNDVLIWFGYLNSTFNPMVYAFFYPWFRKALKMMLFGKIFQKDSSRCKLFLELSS
#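 Assay system – CHO-derived RD-HGA16 cells with stable Gα16 and human TAAR1 · Compound dosing – one-point dosing at 3 µM (nominal) · Incubation – 17-24 h seeding, 75 min 37 °C dye, 30 min RT · Measured by – kinetic Fluo-8 calcium fluorescence · Control set – DMSO vehicle as 0%, PEA at EC100 as 100% · Repeats – single well for each compound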
# CHRM1 agonist – agonists of human M1 muscarinic receptor; CHO-K1 hM1, Fluo-8 calcium fluorescence, agonist mode; 0% DMSO, 100% acetylcholine EC100; activation, % at 3 µM; actives 0.33% (n = 360,000);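 active = activation above the run's mean compound activation plus 3 SD, cut at about 16% in these data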;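 note: peak over basal fluorescence ratio within a 140 s kinetic read after compound addition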
# M5 antag – antagonists of human muscarinic M5 receptor (CHRM5) | P08912 | CHO-hM5 cells, Fluo-8 calcium fluorescence, ACh EC80 | inhibition, % at 3 µM | actives 0.59% (n = 360,000);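 active = inhibition above a per-plate cutoff, the mean of that plate's test compounds plus 3 SD, cut at about 27% in these data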;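 note: 0% = acetylcholine EC80 with DMSO and 100% = DMSO without agonist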
# The depositor's hits bear a star; x = not tested or not shown. Only part of the results is shown; count on the stated rates, not on these rows.
SMILES,M5 PAM,M4 ag,CHRM5 agonist,CHRM1 PAM,M1 antag,CHRM4 antagonist,TAAR1 ag,CHRM1 agonist,M5 antag
CC(C)=CCC[C@H](C)C[C@@H]1CC2=C(C(=O)OC(C)(C)O2)[C@H](c2ccc(F)cc2)O1,8,0,3,-10,-16,-9,-1,-3,5
Cc1c(CC(=O)N[C@@H](C)C(=O)O)c(=O)oc2c(C)c3occ(-c4ccccc4)c3cc12,11,0,-6,31*,-26,-17,1,-1,-10
COc1ccc(C2c3sc(=O)[nH]c3SCC2C(N)=O)cc1 (stereo unspecified),7,0,3,5,0,10,2,-2,8
CCN(CC)C(=O)C1=C(C)N(Cc2ccccc2)C(=O)C(CC(=O)NC2CCCC2)C1 (stereo unspecified),-1,0,1,10,-19,-8,-1,-3,2
Brc1cc2c(cc1C1OCCO1)OCO2,4,0,5,16,-26,-1,4,2,1
CC1(C)CC(=O)C=C(NNC(=O)c2ccccc2)C1,2,0,1,2,8,6,0,-4,-5
N#Cc1cnn(-c2cccc(Cl)c2)c1N,-6,1,-1,1,-4,5,2,-4,4
COc1ccc(S(=O)(=O)N2CCCOC2CNC(=O)C(=O)NCCCn2ccnc2)cc1OC (stereo unspecified),-2,1,0,-1,4,9,4,-8,-6
COc1ccc(OC2C(=O)N(Cc3ccc4c(c3)OCO4)C2c2cccs2)cc1 (stereo unspecified),-17,21,4,-15,19,15,9,3,4
Cc1ccc2nc(Cl)cc(=O)n2c1,6,1,0,2,-9,8,0,-5,4
CC(NC(=O)c1ccncc1)c1ccc(Br)cc1 (stereo unspecified),0,2,2,8,-11,1,3,1,4
Cn1c(CNC(=O)CCNC(=O)c2ccc(F)c(F)c2)cc(=O)n(C)c1=O,0,0,-4,11,-20,-2,2,1,-5
Cc1c(C(=O)N2CCNCC2)oc2ccccc12,1,1,-4,7,-12,5,-1,-3,3
O=C(O)c1ccccc1NCN1C(=O)C2CC=C(Cl)CC2C1=O (stereo unspecified),-2,0,2,5,-11,-6,8,-5,-1
CCCNC(=O)C/C(C)=N/NC(=O)COc1ccc(C)cc1Br,-1,1,1,1,1,4,0,-5,-4
COc1ccc(N2CCN(Cc3nc4c(c(=O)n(C)c(=O)n4C)n3C(C)C(C)=O)CC2)cc1 (stereo unspecified),-2,1,-2,10,-10,-9,0,-3,10
O=C(c1ccc(F)cc1)c1c[nH]c(C(=O)NCc2ccco2)c1,2,5,-1,6,-6,4,9,-3,5
COc1ccccc1CNC(=O)CCC(=O)N1CCOc2ccc(C)cc21,-4,1,0,4,-15,-9,-1,-7,-1
CCCOC(=O)c1ccc(Cl)c(NC(=O)c2ccc(-c3ccccc3)cc2)c1,-4,-1,0,0,5,5,12,-4,10
Cc1ccc(-n2c(N)c(C(=O)Nc3c(C)n(C)n(-c4ccccc4)c3=O)c3nc4ccccc4nc32)cc1,0,2,-2,5,-8,-16,5,-10,-1
CC(C)C[C@H]1CNC(=S)N1CC1CCCN1C[C@H](Cc1ccccc1)N1C[C@H](Cc2ccc(O)cc2)N(CC2CCCCC2)C1=S (stereo partly specified),-7,1,3,1,-9,-8,0,-2,4
O=[N+]([O-])c1ccccc1S(=O)(=O)N1CCSCC1,-2,1,3,6,-8,4,15,-4,4
CCSc1nnc(SCC(=O)Nc2cc(C)on2)s1,-11,0,2,21,-10,1,20,2,13
COc1ccc(C(=S)N2CCOCC2)cc1OC(=O)c1ccccc1Cl,4,2,0,9,-7,7,0,-3,3
CC(=O)N1c2ccc(S(=O)(=O)N3CCC(C(=O)Nc4cccc(C)n4)CC3)cc2CC1C (stereo unspecified),-3,10,0,5,-7,5,10,3,8

# Continued, starting with the last five of the part before.
SMILES,M5 PAM,M4 ag,CHRM5 agonist,CHRM1 PAM,M1 antag,CHRM4 antagonist,TAAR1 ag,CHRM1 agonist,M5 antag
CC(C)C[C@H]1CNC(=S)N1CC1CCCN1C[C@H](Cc1ccccc1)N1C[C@H](Cc2ccc(O)cc2)N(CC2CCCCC2)C1=S (stereo partly specified),-7,1,3,1,-9,-8,0,-2,4
O=[N+]([O-])c1ccccc1S(=O)(=O)N1CCSCC1,-2,1,3,6,-8,4,15,-4,4
CCSc1nnc(SCC(=O)Nc2cc(C)on2)s1,-11,0,2,21,-10,1,20,2,13
COc1ccc(C(=S)N2CCOCC2)cc1OC(=O)c1ccccc1Cl,4,2,0,9,-7,7,0,-3,3
CC(=O)N1c2ccc(S(=O)(=O)N3CCC(C(=O)Nc4cccc(C)n4)CC3)cc2CC1C (stereo unspecified),-3,10,0,5,-7,5,10,3,8
O=C(O)c1cc(-c2ccccc2Cl)n(-c2ccccc2)n1,12,0,-3,8,2,-11,0,-4,-5
CCCCC(=O)NC(=S)NNC(=O)CC#N,0,1,1,-3,8,-2,12,-5,0
CC(C)(C)NC(=O)C1CC1(c1ccccc1)c1ccccc1 (stereo unspecified),-4,2,-9,11,-9,-5,-3,1,9
COC(=O)c1ccc(/C=N/N2CCN(Cc3ccc(C)cc3C)CC2)cc1,-7,0,1,-3,8,-4,-1,-2,10
C=CCOc1ccc(C(=O)/C=C2/C(=O)Nc3ccccc32)cc1,13,5,6,15,2,0,0,4,4
Cn1ncc(Cl)c1C(=O)N1CCN(c2cccc(Cl)c2)CC1,1,7,0,-2,6,-9,8,-1,-2
O=c1c2ccccc2ncn1-c1ccc(Cl)cc1Cl,-2,1,-9,6,-4,-10,-1,-6,10
COc1ccc(C2CCCN2CC(O)COc2ccccc2C(C)C)cc1 (stereo unspecified),-4,4,0,-2,-5,-1,2,-8,10
CCN(C(=O)COC(=O)c1nc2nc(C)cc(C)n2n1)C1CCS(=O)(=O)C1 (stereo unspecified),2,0,-3,12,-9,1,0,7,-3
C[C@H](CO)N1C[C@H](C)[C@@H](CN(C)Cc2ccc3c(c2)OCO3)Oc2cc(Br)ccc2S1(=O)=O,-7,11,-1,-8,7,-13,1,-5,-3
C/C=C1\NC(=O)[C@H](C)NC(=O)[C@@H](NC(=O)[C@H](Cc2ccc(O)cc2)NC(=O)[C@@H](NC(=O)/C(C)=C/C)C(C)C)[C@@H](C)OC(=O)[C@H](CCCc2ccc(O)cc2)NC(=O)[C@@H](CCC(=O)OC)NC1=O,-6,1,1,-2,-12,-6,0,-2,-3
CCCCn1c(=S)[nH]c2c(=O)n(C)c(=O)n(C)c21,-4,0,1,6,-18,-3,0,-3,8
CC1(C(=O)NC2CCCC2)CCN1C(=O)Cc1ccc(-c2ccccc2)cc1 (stereo unspecified),-6,12,3,-3,-3,-23,1,1,7
COc1cc(/C=C2/C(=O)N(c3ccc([N+](=O)[O-])cc3)N=C2N2CCOCC2)ccc1O,7,0,0,1,-3,2,7,3,7
CC(C)(C)n1ncc2c(=O)n(CC(=O)Nc3ccccc3)cnc21,-7,2,-1,5,-7,-1,7,-2,-2
O=C(c1csc(Nc2ccccc2Cl)n1)N1CCCC1,5,-3,0,10,-6,-20,7,3,-6
CCn1c(N2CCN(S(=O)(=O)c3ccc(F)cc3)CC2)nc2ccccc21,-12,15,3,-6,11,-1,11,-5,4
O=C(O)c1cc(-c2cccnc2)nc2ccc(Br)cc12,2,1,-3,4,-1,-14,10,-3,7
O=C1NC2(CCCCCC2)C(=O)N1Cc1cccc(Cl)c1,2,0,-5,-3,8,7,0,0,0
Cn1cccc1CC(=O)NNC(=S)NC(=O)c1ccc(F)cc1,-2,0,1,2,0,-2,1,-2,6
O=C(N/N=C/c1cc2ccccc2nc1Cl)c1ccncc1,-1,3,2,3,-3,10,7,-3,3
Cn1c2c(c(=O)n(C)c1=O)C(C(F)(F)F)(C(F)(F)F)N=C(c1ccccc1Cl)N2,-3,5,4,6,-9,0,9,0,2
CCc1nc2ccc(C(=O)N(C)Cc3ccccc3)cn2c1N(C)CCCc1ccccc1,-14,4,-4,-17,14,6,1,-8,13
Cc1onc(-c2ccccc2Cl)c1C(=O)Nc1cccc(-c2cn3cccnc3n2)c1,-12,16,9,-9,3,10,x,2,1
Cc1ccc(N(Cc2cc3ccc(C)cc3[nH]c2=O)S(C)(=O)=O)c(C)c1,6,1,2,-2,6,-5,18,-3,10
# (further entries)
SMILES,M5 PAM,M4 ag,CHRM5 agonist,CHRM1 PAM,M1 antag,CHRM4 antagonist,TAAR1 ag,CHRM1 agonist,M5 antag
NC(=O)c1cc(S(=O)(=O)N2CCCC2)ccc1OCCOc1ccccc1F,-3,3,2,5,-8,2,6,-2,6
OCC(O)C1OC(Nc2ccc(Br)cc2)C(O)C1O (stereo unspecified),-7,0,-2,-1,2,8,0,-4,1
CC(C)(C)C(=O)N1NC(=Nc2ccccc2)SC1(C)C,-4,0,-7,3,-13,-1,12,-5,5
CC(CN1CCOCC1)OC(=O)c1ccc2c(c1)OCCO2 (stereo unspecified),2,0,-2,1,-4,-7,0,-6,2
O=c1cc(CSc2nnc(-c3ccccc3)o2)c2ccccc2[nH]1,-1,1,1,1,-10,-1,2,-10,0
O=C(OCc1ccccc1)c1ccc2c(c1)-c1ccccc1C2=O,8,1,2,-7,-8,1,2,-2,6
C=CCO/N=C(/C)c1c(O)c(CC)c(-c2ccccc2)n(-c2ccccc2)c1=O,-5,2,-10,7,-8,-5,7,-2,-6
Cc1ccc(NC(=O)C2CCN(c3ncnc4c3nc3n4CCCCC3)CC2)cc1Cl,0,1,-5,20,-14,-10,-1,1,-3
N[C@@H](CO)c1nnc([C@H](CC(=O)O)NC(=O)C2CCNCC2)o1,3,3,-1,12,-8,-7,8,-1,3
COc1cccc(NC(=O)C2CCCN2C(=O)Nc2ccccc2F)c1 (stereo unspecified),9,0,0,7,-4,4,11,-3,-9
CC(C)c1nc(SCC(=O)Nc2cccc(C(F)(F)F)c2)c2c(=O)n(C)c(=O)n(C)c2n1,-12,17,2,-8,9,3,2,-3,10
c1ccc(-c2c3ccccc3nc3[nH]c4ccccc4c23)cc1,-1,-1,3,8,-4,2,x,-3,11
O=C(N/N=C/c1cccc(F)c1)c1cc(-c2ccco2)nc2ccccc12,2,2,-4,4,-26,-1,2,-2,-5
CCc1c(C)sc(NC(=S)N2CCN(CC)CC2)c1C(=O)OC,4,3,-1,10,-4,-8,7,-1,5
COc1ccc(S(=O)(=O)N2CCCCC2)cc1NC(=O)CNc1ccc(F)cc1C,5,1,2,11,-7,-11,1,-3,-3
COc1ccc(-n2c(SCC(=O)Nc3ccc(C(=O)O)cc3)nnc2-c2ccccc2)cc1OC,-4,2,-3,0,-3,3,1,-2,7
Cc1ccnc(NC(=O)CCC(=O)N(CC(=O)NCc2ccccc2)Cc2ccccc2)c1,-5,5,2,5,-2,1,3,-4,18
COc1ccc(CCNC(=O)C(F)(F)F)cc1S(N)(=O)=O,2,2,0,x,x,-4,0,x,0
COc1ccc(NS(=O)(=O)c2ccc(OC)c(N(C)S(=O)(=O)c3ccc(Cl)cc3)c2)cc1,-13,10,-2,-12,19,21,7,-7,21
CCCn1nc(C(=O)NNC(=O)c2cccc(S(=O)(=O)NC(C)C)c2)c2ccccc2c1=O,0,-2,-4,4,-4,0,1,-2,0
